Bioassay records from PubChem.
SENP6 block – inhibitors of human SENP6 protease; actives 1.8% (n = 330,000); inhibition, % at 10 µM; Recombinant SENP6 catalytic domain, aminoluciferin luminescence;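 active = inhibition above about 50% at the single tested dose, limit read from the data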;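 also: plate controls were DMSO wells with enzyme for no effect and DMSO wells lacking enzyme for full effect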
SENP8 block-1 – SENP8 protease inhibition; Q96LD8; purified SENP8, Z-RLRGG-aminoluciferin cleavage, luminescence; inhibition, % at 10 µM; actives 1.2% (n = 330,000); AID 2540; in the data active = inhibition above about 50%
SENP1 FRET inh – inhibitors of human SENP1 SUMO protease catalytic domain | Q9P0U3 | recombinant SENP1 catalytic domain, CyPet-SUMO1-YPet FRET cleavage | inhibition, % at 10 µM | actives 0.21% (n = 360,000) | AID 624204;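 active = inhibition at least 30% at 10 µM, raw YFP signal under a set limit, fluorescence ratio 0.5 to 1.5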;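 also: 0% = enzyme with DMSO and 100% = no enzyme wells; some results filed as inactive read as strong as hits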
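system = hSENP1 catalytic domain, recombinant | reagent = SFCypet-SUMO1-SFYpet substrate at 25 nM | doses = one dose per compound, 10 µM, 0.5% DMSO | incubation = enzyme reaction for 50 min at room temperature, dark | measured by = FRET, CFP and YFP emission | controls = no-enzyme low, enzyme-DMSO high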
PfGluPho inh – PfG6PD (Plasmodium falciparum) enzyme inhibition. PfGluPho enzyme, NADPH resazurin-diaphorase fluorescence. inhibition, % at 20 µM. actives 0.78% (n = 350,000). AID 504690;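 active = inhibition reaching at least a set limit at 20 µM in the primary screen, cut at about 59% in these data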;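 also: 0% = DMSO wells with substrate and 100% = DMSO wells lacking glucose-6-phosphate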
Apaf1 inhib – inhibitors of human Apaf-1 apoptosome; actives 0.71% (n = 330,000); AID 489030; inhibition, % at 20 µM; reconstituted apoptosome caspase-3 activity, DEVD-Rh110 fluorescence; O14727; active = inhibition of at least 40% at 20 µM;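 also: plate controls were DMSO wells for no effect and DEVD-CHO caspase inhibitor wells for full effect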
Target sequence (O14727 whole entry, looked up): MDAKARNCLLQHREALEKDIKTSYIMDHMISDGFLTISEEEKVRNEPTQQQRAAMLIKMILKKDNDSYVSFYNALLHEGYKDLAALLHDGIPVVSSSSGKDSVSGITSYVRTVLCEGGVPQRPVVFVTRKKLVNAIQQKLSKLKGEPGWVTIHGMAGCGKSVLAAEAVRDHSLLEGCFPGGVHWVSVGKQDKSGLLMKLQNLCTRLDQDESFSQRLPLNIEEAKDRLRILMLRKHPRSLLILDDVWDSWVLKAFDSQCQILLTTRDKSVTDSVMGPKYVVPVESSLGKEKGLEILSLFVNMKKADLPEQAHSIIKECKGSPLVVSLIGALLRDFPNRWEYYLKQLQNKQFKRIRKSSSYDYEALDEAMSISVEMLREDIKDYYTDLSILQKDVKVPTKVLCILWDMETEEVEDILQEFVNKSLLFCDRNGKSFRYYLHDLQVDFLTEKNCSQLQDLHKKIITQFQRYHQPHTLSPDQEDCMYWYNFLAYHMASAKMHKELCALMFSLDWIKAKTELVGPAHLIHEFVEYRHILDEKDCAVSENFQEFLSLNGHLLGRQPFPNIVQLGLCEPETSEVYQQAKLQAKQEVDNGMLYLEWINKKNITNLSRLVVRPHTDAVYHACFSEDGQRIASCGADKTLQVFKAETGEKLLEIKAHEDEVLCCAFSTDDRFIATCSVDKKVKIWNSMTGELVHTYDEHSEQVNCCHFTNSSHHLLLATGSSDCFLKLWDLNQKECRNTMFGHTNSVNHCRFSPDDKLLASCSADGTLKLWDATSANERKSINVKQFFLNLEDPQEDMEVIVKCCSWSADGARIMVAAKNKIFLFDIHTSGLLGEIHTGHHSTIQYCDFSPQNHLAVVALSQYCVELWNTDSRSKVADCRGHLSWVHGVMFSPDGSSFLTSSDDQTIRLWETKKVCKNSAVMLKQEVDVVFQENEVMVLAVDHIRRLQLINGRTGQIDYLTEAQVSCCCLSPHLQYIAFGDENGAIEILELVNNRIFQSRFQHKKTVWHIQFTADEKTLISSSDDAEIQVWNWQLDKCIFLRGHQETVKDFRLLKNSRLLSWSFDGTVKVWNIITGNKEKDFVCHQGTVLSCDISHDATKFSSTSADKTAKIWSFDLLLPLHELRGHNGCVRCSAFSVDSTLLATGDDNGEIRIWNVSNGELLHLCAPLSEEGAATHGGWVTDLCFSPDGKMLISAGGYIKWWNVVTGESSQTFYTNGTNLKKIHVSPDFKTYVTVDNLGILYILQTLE
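Material: reconstituted apoptosome with Apaf-1, cytochrome c, caspase-9, procaspase-3, dATP / Buffer or medium: pH 7.5 Hepes buffer with CHAPS, BSA, DTT / Also added: cytochrome c with DEVD-Rh110 / Schedule: compound with Apaf-1, dATP, procaspase-3 30 min, then 50 min reaction, room temperature / Technique: rhodamine 110 fluorescence at Ex 480/Em 540 nm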
HKDC1 inhibitor – HKDC1 (human) hexokinase inhibition; Q2TB90; recombinant HKDC1, G6PDH/diaphorase resazurin coupled fluorescence; inhibition, % at 20 µM; actives 0.16% (n = 340,000); AID 493160;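 active = inhibition above about 35% when tested at 20 µM, limit read from the data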;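 also: plate controls were DMSO wells with enzyme for no effect and DMSO wells lacking enzyme for full effect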
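Test system: Recombinant HKDC1 (HK5) hexokinase enzyme, produced in-house | Input: HKDC1 at 5 µg/mL | Buffer or medium: Tris pH 8.0 buffer with MgCl2, Tween-20, BSA, BME | Schedule: 90 min reaction incubation at room temperature, dark | Technique: Resazurin-to-resorufin fluorescence via G6PDH and diaphorase coupling, 525/613 nm | Controls: DMSO wells with and without enzyme mix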
SENP7 inh – blocks the human protease SENP7 | Q9BQF6 | actives 1.5% (n = 330,000) | recombinant SENP7, Z-RLRGG-aminoluciferin luminescence, 40 min | inhibition, % at 5 µM | AID 434973;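 active = inhibition above about 50% at the single test dose, limit read from the data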;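 also: plate controls were DMSO with enzyme for no effect and no enzyme buffer wells for full effect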
SENP8 block-2 – SENP8 (human) protease inhibition. AID 602440. recombinant SENP8, Nedd8 substrate fluorescence. Q96LD8. inhibition, % at 20 µM. actives 0.64% (n = 360,000); in the data active = inhibition mostly above about 40%, no sharp cut-off; inactive = mostly below about 27%
The depositor's hits bear a star; / = not tested or not shown; & = joins results of further samples.

compound,SENP8 block-2,Apaf1 inhib,PfGluPho inh,HKDC1 inhibitor,SENP7 inh,SENP6 block,SENP8 block-1,SENP1 FRET inh
CC(OC(=O)c1ccccc1C(=O)N(C)c1ccccc1)C(=O)Nc1ccc(C(N)=O)cc1 (stereo not drawn),8,2,13,-3,5,-6,-1,-1
COc1ccccc1N1CCN(C(=O)CSc2nc(-c3ccccc3)cc(=O)[nH]2)CC1,16,-2,-24,-3,2,-9,-4,2
Cc1cccc(-n2cc(CN3CCN(C(=O)c4ncn[nH]4)CC3)c(-c3cccc(F)c3)n2)c1,29,4,-19,0,4,-24,-19,1
CCOC(=O)Cn1c(=O)oc2cc(S(=O)(=O)N3CCN(C(=O)c4ccco4)CC3)ccc21,8,-10,4,10,9,2,7,3
CC(/C=C/C1(O)C(C)CC(=O)CC1(C)C)OC1OC(CO)C(O)C(O)C1O (stereo not drawn),34,-9,5,-8,-5,-4,3,-7
COc1ccccc1-n1c(SCC(=O)Nc2cccc(S(N)(=O)=O)c2)nc2ccccc2c1=O,-14,-19,10,-7,0,1,3,0
CC(C)CC1NC(=O)N(CC(=O)N2c3ccccc3NC(=O)C2(C)C)C1=O (stereo not drawn),10,-4,-3,-2,4,-8,0,2
CCN(CC)S(=O)(=O)c1cccc(C(=O)OCC(=O)NC(C)c2ccccc2)c1 (stereo not drawn),4,1,4,-7,-8,13,-7,2
CCOc1ccc(NC(=O)c2nccnc2CO)cc1,-12,-12,-6,-9,48,53*,14,0
Cc1cccc(CS(=O)(=O)c2nnc([C@H](Cc3ccccc3)NC(=O)OC(C)(C)C)o2)c1,21,2,38,-3,0,-4,4,7
COCCOC(=O)C1=C(C)NC(=O)NC1c1ccc(-c2cc(Cl)ccc2Cl)o1 (stereo not drawn),-28,17,23,-11,-1,-2,7,-12
O=C(O)/C=C/C(=O)NCC1CCC(CNC(=O)/C=C/C(=O)O)CC1 (stereo not drawn),22,-14,-16,-4,3,-1,3,2
C=CCc1ccc(OCCCCNC(C)CC)c(OC)c1 (stereo not drawn),18,-6,-28,-5,0,0,0,3
C=CCN=Cc1c(C)[nH]n(-c2ccccc2)c1=O,10,-7,3,-12,-4,-4,-6,1
Cc1ccccc1-c1nc(CS(=O)CC(=O)NCCN2CCOCC2)c(C)o1 (stereo not drawn),-5,6,29,-8,17,-14,-10,-2
CCN1C(=O)c2ccccc2Sc2ccc(C(=O)NCCCN3CCOCC3)cc21,14,9,-2,-3,4,-3,-10,-1
O=C(O)CCC(=O)N1CCC(C(=O)c2cccc(Cl)c2)CC1,20,-12,6,-7,-5,-4,1,-1
CCCCCCNC(=O)Cc1ccc(Br)cc1,13,5,-17,-3,2,-4,5,0
COc1ccc(-c2onc(C)c2-c2cnn(-c3ccccc3)c2)c(O)c1,-6,-3,-22,5,-1,13,10,0
CCOC(=O)Cc1csc(NC(=O)/C=C/c2ccc(Cl)cc2)n1,-4,-15,-7,2,-9,-16,-16,1
Cn1c(=O)c2c(nc(CN3CCN(Cc4ccccc4)CC3)n2Cc2ccc(Cl)cc2)n(C)c1=O,-24,29,13,-1,-9,-6,-11,-10
CN(C)c1nc(N)nc(CSc2nnnn2C)n1,14,-8,8,3,-4,-19,-3,2
CCCc1ncc(CN2CCCC(C(=O)Nc3ccc(-c4cccc(OC)c4)cc3)C2)cn1 (stereo not drawn),-5,29,-2,3,7,0,-6,0
COc1ccc(CCN2CCCn3c2nc2c3c(=O)n(C)c(=O)n2C)cc1OC,10,5,-3,1,-8,-1,-7,0
Cc1nc(NS(=O)(=O)c2cccc([N+](=O)[O-])c2)sc1C(C)(C)C,20,5,-8,-4,3,3,2,2
O=C(Cn1ccc([N+](=O)[O-])n1)NCc1nc2ccccc2[nH]1,-1,3,16,-4,-2,-9,-3,-2
Cc1ccc(-c2nnc3ccc(SC(C)C(=O)O)nn23)cc1 (stereo not drawn),-154,6,54,0,-11,1,-1,2
COc1ccc2c(c1[N+](=O)[O-])CCC/C2=N/OC(=O)c1ccccc1SC,20,8,-105,5,-2,26,2,0
COc1ccc(C(=O)N2CCN(Cc3ccccc3[N+](=O)[O-])CC2)cc1,0,5,9,0,1,10,-6,3
Cc1sc2ncn(CC(=O)N3CCC(C(N)=O)CC3)c(=O)c2c1S(=O)(=O)N1CCOCC1,11,-4,-5,-7,7,-12,5,1
O=C(Nc1c(-c2ccccc2)nc2ccc(Cl)cn12)c1cccs1,-5,-4,9,-9,-4,-18,-4,2
CC(C)(C)C1CCC(C(=O)OCC(=O)Nc2ccc3[nH]c(=O)[nH]c3c2)CC1 (stereo not drawn),3,-6,-14,-5,-4,5,-12,-2
Nc1nc(-c2ccccn2)nc(N)c1Cc1ccccc1F,-10,5,9,-6,4,-2,-3,2
CCOC(=O)Cc1csc(NC(=O)c2cc(C)cc(C)c2)n1,15,15,-7,-3,1,-10,-8,1
Cc1ccc(CC(=O)NCC(O)c2ccccc2)cc1 (stereo not drawn),9,-1,-11,-6,3,-12,4,2
COc1ccc(NC(=S)N2CCN(c3ccc([N+](=O)[O-])cc3)CC2)cc1OC,17,12,5,12,-5,-19,-13,-10
O=C1C=C(NCc2ccco2)CCC1,-1,-10,-2,11,-5,3,0,-39
CCCCn1c(-c2cccc3ccccc23)nc2cc3[nH]c(=O)c(C(C)C)nc3cc21,-498,38,16,12,2,-13,-5,-30
COc1ccc(CNC(=O)C2CCN(S(C)(=O)=O)CC2)c(OC)c1,10,-3,-13,-9,7,-3,-2,4
O=[N+]([O-])c1ccc(Oc2ccc(-c3nnco3)cc2)c(Cl)c1,8,14,6,-1,4,-28,2,1
Cc1ccc(C(=O)CCC2CCCC2=O)cc1 (stereo not drawn),23,-5,-14,-16,1,-27,-6,4
O=C(CCCn1c(=O)[nH]c2ccccc2c1=O)Nc1ccc(F)cc1,-1,11,5,-3,-9,3,-9,2
CC(C)(C)CC(C)(C)SSc1n[nH]c(=S)s1,1,/,52,11,/,/,/,1
CC(=O)Nc1cc(C(=O)OCC(=O)c2ccc(Cl)cc2Cl)ccc1C,16,7,13,-8,-4,-11,-15,1
O=S(=O)(c1ccccc1)N1CCC(n2cnc3ccccc32)CC1,9,-2,-16,0,0,6,0,0
O=C(O)C1CCN(c2c([N+](=O)[O-])cc(C(F)(F)F)cc2[N+](=O)[O-])CC1,10,9,-10,4,4,4,-2,1
COc1ccc(NC(=O)C2CCC(CNc3c(N4CCCCC4)c(=O)c3=O)CC2)cc1OC (stereo not drawn),27&4,0,-2&-1,13&-1,-3,11,5,0&-1
CCOC(=O)c1c(C)nc2c(c1-c1cc(OC)ccc1OC)C(=O)CC(C)(C)C2,44*,2,-5,-5,4,-16,-12,-1
O=C(Nc1ccccc1Cl)OC1CCCCC1,12,6,8,-2,-6,23,-2,-1
Cc1occc1C(=O)N1CCCC(CO)(Cc2ccc(F)cc2F)C1 (stereo not drawn),7,-5,-12,-3,-4,-9,-1,-2

Next part; the last 3 above are carried over.
compound,SENP8 block-2,Apaf1 inhib,PfGluPho inh,HKDC1 inhibitor,SENP7 inh,SENP6 block,SENP8 block-1,SENP1 FRET inh
CCOC(=O)c1c(C)nc2c(c1-c1cc(OC)ccc1OC)C(=O)CC(C)(C)C2,44*,2,-5,-5,4,-16,-12,-1
O=C(Nc1ccccc1Cl)OC1CCCCC1,12,6,8,-2,-6,23,-2,-1
Cc1occc1C(=O)N1CCCC(CO)(Cc2ccc(F)cc2F)C1 (stereo not drawn),7,-5,-12,-3,-4,-9,-1,-2
O=C(COC(=O)c1n[nH]c2ccccc12)Nc1ccc(S(=O)(=O)N2CCCC2)cc1,-7,-5,-2,-4,-6,-1,6,-3
COc1cc(C(=O)N(C)CCOc2ccccc2)ccc1OCC(=O)Nc1cccc(C(F)(F)F)c1,-8,39,8,0,1,-3,2,2
c1ccc(-c2ccccc2OCCOCCN2CCNCC2)cc1,12,-15,1,-13,-7,-2,-2,0
N#CC1=C(N)Oc2n[nH]c(-c3cccs3)c2C1c1ccoc1 (stereo not drawn),5,3,17,7,2,-1,10,-15
CC1CCN(c2c(NCc3ccc(C(=O)NCc4ccco4)cc3)c(=O)c2=O)CC1,10,0,0,-3,14,-14,-8,3
O=C1CCNCCN1[C@H](CO)Cc1ccccc1,11,-10,-3,-1,-8,-1,-5,0
Cc1cccc(OCC(=O)N2CCOCC2)c1,2,7,12,-14,-8,0,-9,2
CN1CCN(S(=O)(=O)c2cccc(C(=O)NCc3ccc(Cl)cc3)c2)CC1,6,-6,-11,-6,-1,1,-6,3
CCN(CC(=O)NCc1cccs1)S(=O)(=O)c1cccc(C(C)=O)c1,13,6,-4,-5,-7,2,-4,5
C[C@@H]1NC(=O)[C@H](CC(N)=O)NC(=O)c2cc([N+](=O)[O-])cc(I)c2OCC[C@@H](C(=O)NC(CC(=O)O)C(N)=O)NC1=O (stereo partly drawn),/,12,-2,3,15,0,-6,/
CCCCCCCCn1c2c(c(=N)c3ccccc31)CCC2,-56,34,-2,-12,0,-13,-10,3
CC(=O)Oc1ccc(C2OC(=O)c3ccccc3N2C(C)=O)cc1 (stereo not drawn),12,5,-1,0,1,-4,5,2
Cc1nc(NC(=O)c2cc3ccccc3o2)ccc1Br,-16,5,1,-5,31,13,-22,0
C1CN(c2nc3nonc3n3nnnc23)CCO1,8,8,-26,-3,9,-6,4,-1
O=c1[nH]c2cnn(-c3ccccc3)c2c(=O)n1O,8,/,-33,1,/,/,/,2
CC(C)(C)N(Cc1ccccc1)C(=O)COC(=O)C1CCN(c2ccc(C(F)(F)F)cn2)CC1,-43,14,19,3,-1,-13,0,-3
COc1ccc(NS(=O)(=O)c2ccc(NC(=S)NC(=O)c3cccnc3)cc2)nn1,0,7,-23,-13,-1,12,2,1
CN(CC(=O)Nc1ccc(F)cc1)C(=O)COC(=O)CN1C(=O)NC2(CCCC2)C1=O,-2,-5,0,-7,-2,-4,-4,1
CCCCc1nnc(NC(=O)COC)s1,14,-1,-1,-8,4,-21,0,2
O=C(Cn1c(=O)ccn(Cc2ccccc2)c1=O)Nc1cccc(S(=O)(=O)N2CCOCC2)c1,6,-4,6,-4,-2,5,-8,-1
C[C@]12c3[nH]c4cc(-c5ccco5)ccc4c3CCN1C(=O)[C@@H](CC(=O)NCc1cccc(C(F)(F)F)c1)C[C@@H]2C(=O)N1CCCCC1,-373,21,33,3,-4,/,/,-42
COc1ccc(NC(=O)C2CCCN(S(=O)(=O)c3cccnc3)C2)cc1 (stereo not drawn),14,-5,-4,-7,1,-7,-7,-1
O=C(Nc1ccccc1Oc1cccnc1)C1CCCN(Cc2cccc(Cl)c2)C1 (stereo not drawn),4,18,7,-5,-10,-4,-7,0
